# Apaf1 inhib: inhibitors of human Apaf-1 apoptosome; O14727; reconstituted apoptosome caspase-3 activity, DEVD-Rh110 fluorescence; inhibition, % at 20 µM; hit rate 0.71% among 330,000; AID 489030; active = inhibition of at least 40% at 20 µM;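 note: plate controls were DMSO wells for no effect and DEVD-CHO caspase inhibitor wells for full effect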
#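 Medium: Hepes buffer, pH 7.5 / System: biochemical Apaf-1 apoptosome reconstitution / Measured by: Rh110 fluorescence, excitation 480 nm, emission 540 nm / Times: compound with Apaf-1, dATP, procaspase-3 30 min, then 50 min reaction, room temperature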
# mIAP inh: mouse IAP inhibition | purified mouse IAP, CDP-Star luminescence, 30 min | inhibition, % at 10 µM | hit rate 0.2% among 330,000;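 active = inhibition of at least 40% at 10 µM in the primary screen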;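 note: plate controls were DMSO with enzyme for no effect and no enzyme wells for full effect; values of inactives mirror those of a sister screen read the other way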
# ATG4B inhibitor: inhibitors of human ATG4B cysteine protease; ATG4B cleavage of LC3-PLA2, NBD-HPC fluorescence, 1 h; hit rate 0.51% among 340,000; inhibition, % at 8.33 µM; AID 504462; in the data active = inhibition above about 40%
# Target sequence (Q9Y4P1 whole entry, looked up): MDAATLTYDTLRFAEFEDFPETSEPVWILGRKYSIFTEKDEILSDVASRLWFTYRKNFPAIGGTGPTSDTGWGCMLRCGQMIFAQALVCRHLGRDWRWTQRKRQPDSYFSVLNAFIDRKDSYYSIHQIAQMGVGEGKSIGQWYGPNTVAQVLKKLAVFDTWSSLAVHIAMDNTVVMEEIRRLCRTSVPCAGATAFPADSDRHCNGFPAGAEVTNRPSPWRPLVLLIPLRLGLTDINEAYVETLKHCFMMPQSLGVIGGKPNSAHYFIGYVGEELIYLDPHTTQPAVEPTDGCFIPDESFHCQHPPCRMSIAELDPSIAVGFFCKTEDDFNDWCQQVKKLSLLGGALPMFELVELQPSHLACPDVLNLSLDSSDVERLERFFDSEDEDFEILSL
# TIM10 inh: growth inhibitors of TIM10 yeast strain. S. cerevisiae TIM10 strain growth, BacTiter-Glo luminescence, 24 h. inhibition, % at 10 µM. hit rate 1.4% among 330,000. AID 463195;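 active = inhibition of 40% or more at the single tested concentration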;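 note: wild-type TIM10 isogenic control strain grown at permissive 25 °C; 0% = DMSO yeast wells and 100% = minimal medium wells without yeast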
# mIAP activ: mouse IAP activation; muIAP, CDP-Star luminescence, 30 min; active compounds read high; 1 = vehicle-only enzyme signal, 0 = enzyme-free wells; activation factor at 10 µM; hit rate 0.24% among 330,000; AID 2805;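 active = activation factor of at least 2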; note: the source names both 10 and 20 µM as test concentration; values of inactives mirror those of a sister screen read the other way
#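 Assay system: mouse IAP enzyme; reagent: chemiluminescent substrate CDP-Star; dosing: test compounds delivered from DMSO solution; schedule: 30 min at room temperature; measured by: luminescence from enzymatic CDP-Star hydrolysis; controls: DMSO-only wells and no-enzyme negative control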
# NALP3 yeast inh: blocks the NALP3 inflammasome reconstituted in yeast; Yeast reconstituted NLRP3/ASC/caspase-1, beta-gal luminescence, 24 h; inhibition, % at 10 µM; hit rate 0.39% among 330,000;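 active = inhibition of 50% or more; inactive = inhibition below 50%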;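 note: plate controls were induced DMSO wells for no effect and uninduced yeast grown without galactose for full effect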
# hIAP act: increases human intestinal alkaline phosphatase activity; hit rate 0.16% among 330,000; activation factor at 10 µM; purified human IAP, CDP-Star luminescence, 30 min; active compounds read high; 1 = vehicle-only enzyme, 0 = enzyme-free background; AID 2524;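 active = activation factor of the enzyme at least 2-fold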; note: the source names both 10 and 20 µM as test concentration; values of inactives mirror those of a sister screen read the other way
# Target sequence (P09923 whole entry, looked up): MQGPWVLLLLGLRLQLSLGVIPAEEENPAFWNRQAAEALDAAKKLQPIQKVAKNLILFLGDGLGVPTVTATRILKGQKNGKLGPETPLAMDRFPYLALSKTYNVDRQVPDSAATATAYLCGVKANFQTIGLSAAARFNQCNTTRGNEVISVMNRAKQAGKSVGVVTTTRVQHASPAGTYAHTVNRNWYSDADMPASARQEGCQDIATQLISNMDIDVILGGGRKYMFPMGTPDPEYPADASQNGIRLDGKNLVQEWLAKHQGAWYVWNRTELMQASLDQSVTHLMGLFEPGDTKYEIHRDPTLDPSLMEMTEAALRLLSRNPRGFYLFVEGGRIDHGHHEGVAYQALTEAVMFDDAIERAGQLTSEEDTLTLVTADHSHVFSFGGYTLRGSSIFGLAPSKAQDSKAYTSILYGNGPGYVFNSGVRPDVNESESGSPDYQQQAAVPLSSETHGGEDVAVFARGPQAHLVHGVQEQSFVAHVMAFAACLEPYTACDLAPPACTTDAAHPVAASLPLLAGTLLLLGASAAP
# tim10-1 inh: growth inhibitors of tim10-1 mutant yeast; S. cerevisiae tim10-1 ts strain growth, BacTiter-Glo, 24 h; inhibition, % at 20 µM; hit rate 2.2% among 330,000;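 active = inhibition of at least 40%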;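 note: mutant grown at 25 °C; 0% = DMSO wells with yeast and 100% = wells holding no yeast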
# hIAP inh: blocks human intestinal alkaline phosphatase; inhibition, % at 10 µM; P09923; purified IAP, CDP-Star luminescence, 30 min; hit rate 0.12% among 330,000;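 active = inhibition reaching a set limit with compound at 10 µM in the primary screen, cut at about 35% in these data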;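 note: plate controls were DMSO wells with enzyme for no effect and no-enzyme buffer wells for full effect; values of inactives mirror those of a sister screen read the other way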
# * hit, by the source's call.
SMILES,Apaf1 inhib,mIAP inh,ATG4B inhibitor,TIM10 inh,mIAP activ,NALP3 yeast inh,hIAP act,tim10-1 inh,hIAP inh
CCC/C(O)=C1\C(=O)CCCC1=NCCc1c(C)[nH]c2ccccc12,-8,-4,-4,11,1,-20,1.1,9,-12
CC(C)(C)OC(=O)NCc1ccc(CNC(=O)c2nc[nH]c2C(=O)N2CCN(C(=O)OC(C)(C)C)CC2)cc1,4,9,-18,-1,0.91,5,1.1,5,-14
Cc1ccccc1NC(=O)Cc1nc(COC(=O)c2ccc(Cl)c(S(N)(=O)=O)c2)cs1,9,4,1,3,0.96,1,0.86,1,14
COC(=O)COc1cccc(NC(=O)c2ccc(C)cc2)c1,-3,-2,-17,11,1,0,0.9,18,10
O=C1CNc2ccc(C(=O)N3CCN(c4ccccn4)CC3)cc2N1,-16,4,-1,2,0.96,11,0.94,-10,6
COCCOc1ccc(C(F)(F)F)cc1NC(=O)COC(=O)c1ccc(N2CCCC2=O)cc1,12,0,-9,-5,1,12,1.2,8,-19
O=C(Nc1c(-c2ccc(F)cc2)nc2ccccn12)c1ccc(F)cc1,5,-2,-8,-13,1,18,1.1,14,-9
O=C1CN(C(=O)N[C@@H](Cc2ccccc2)C(=O)N[C@H](Cc2ccccc2)C(=O)O)c2ccccc2N1,2,10,-11,1,0.9,-8,1.1,-4,-6
CC(=O)c1cccc(NC(=S)NCCc2ccc(Cl)cc2)c1,5,-17,16,14,1.2,16,0.89,-18,11
O=C(O)c1ccc(-c2nc(-c3ccccc3)c(-c3cccs3)[nH]2)cc1,-8,6,13,20,0.94,-40,1.1,9,-5
CCOC(=O)NCc1ccccc1,2,-10,11,2,1.1,9,1,3,-5
O=C(CSc1nc(-c2ccccc2)c(-c2ccccc2)o1)NCCCO,0,0,-4,22,1,-12,1.4,21,-37
COc1cc(C(C)=O)ccc1OCC(=O)OCC(=O)c1cc(C)n(CC2CCCO2)c1C (stereo not given),-11,3,-16,1,0.97,21,0.92,8,8
CCN(CC)c1ccc(NC(=O)CCCCC(=O)Nc2ccc(N(CC)CC)cc2)cc1,0,4,-9,-3,0.96,1,0.94,-12,6
CC(C)(C)c1ccc(C(=O)Nc2ccc(S(=O)(=O)Nc3cnc4ccccc4n3)cc2)cc1,17,14,11,6,0.86,7,0.94,-3,6
CC(CSc1nnnn1-c1ccccc1)Cn1c(N2CCN(C)CC2)nc2c1c(=O)[nH]c(=O)n2C (stereo not given),-18,3,-4,8,0.97,1,1.1,6,-7
C=CCN=C(NC#N)SCCc1ccccc1,-4,0,-10,-9,0.99,33,1,2,0
C/C(=N\NC(=O)CNc1cccc(Cl)c1C)c1cccs1,-6,7,6,7,0.93,7,0.94,-8,6
O=C(O)c1ccc2noc(-c3ccccc3)c2c1,2,8,1,-11,0.92,15,0.93,-3,7
COCCN(C(=O)CNC(=O)c1ccco1)C(C(=O)NC1CCCC1)c1ccc(OC)cc1 (stereo not given),15,-2,3,-19,1,4,1,-16,0
Cc1cccc(NS(=O)(=O)c2ccc(C(=O)NCC3CCCO3)cc2)c1C (stereo not given),-2,4,7,-2,0.96,15,0.91,-26,10
CC(=O)Nc1ccc(S(=O)(=O)N2CCCC2C(=O)Nc2ccc(F)cc2)cc1 (stereo not given),-4,-12,0,0,1.1,-1,1.2,4,-16
O=C(CN1C(=O)NC2(CCOc3ccccc32)C1=O)NCCc1ccccc1 (stereo not given),-9,-3,-13,2,1,-4,1.1,9,-8
N#Cc1cccc(CSc2ncnc(N)n2)c1,2,-3,-9,-9,1,-2,1.1,15,-14
Cc1ccc(N(CCCCN2C(=O)c3ccccc3C2=O)C(=O)c2cccs2)cc1,28,4,30,-23,0.96,2,0.99,17,0

# (continued)
SMILES,Apaf1 inhib,mIAP inh,ATG4B inhibitor,TIM10 inh,mIAP activ,NALP3 yeast inh,hIAP act,tim10-1 inh,hIAP inh
CCOC(=O)N1CCN(C(=O)CSc2nc(=O)n3ccc(C)cc3n2)CC1,-3,2,-8,-2,0.98,18,1.1,4,-5
COc1ccc(-c2nc(SCC(=O)NCc3ccco3)c(-c3ccccc3)[nH]2)cc1OC,-1,-17,-11,10,1.2,-9,1,13,-4
CCC(=O)N(CCC1(C(C)C)CCOC(C)(C)C1)C(C)c1cccs1 (stereo not given),4,3,-9,20,0.97,-7,1.3,26,-34
CCS(=O)(=O)NCCc1csc(-c2cccnc2)n1,-2,11,-3,-11,0.89,16,0.89,-11,11
Cc1nn(-c2nnc(C)c(=O)[nH]2)c(C)c1SCC(=O)Nc1ccc(C(C)C)cc1,16,-13,-1,-10,1.1,7,1.1,12,-13
Cc1ccc(NC(=O)CN(C)C(=O)CSc2nnc(C(F)(F)F)n2C)cc1,-6,-2,-1,-10,1,16,1.1,8,-8
COc1ccc(CCNC(=O)CS(=O)Cc2nc(-c3ccccc3F)oc2C)cc1OC (stereo not given),5,-1,-1,7,1,6,0.89,-12,11
CCOC(=O)C1C(C(=O)OCC)C1(c1ccccc1)c1ccccc1 (stereo not given),30,-8,22,13,1.1,-17,0.86,22,14
Cc1cc(C)cc(SCc2noc(C(=O)NCCN(C)C)c2C(=O)NCCN(C)C)c1,2,0,-7,-1,1,4,0.98,-2,2
Cc1cc(C(=O)CSc2nnc(Nc3ccccc3)s2)c(C)n1CC1CCCO1 (stereo not given),15,9,-3,10,0.91,2,1.1,21,-12
COC(=O)CCCC1=CC2=CC(=O)C(C)(OC(=O)c3cccs3)C(=O)C2=CN1CCc1c[nH]c2ccccc12 (stereo not given),26,0,-6,-8,1,16,1.1,-16,-6
O=C(c1ccccc1/S(=N/S(=O)(=O)c1ccccc1)N1CCOCC1)N1CCOCC1 (stereo not given),4,-1,-2,-20,1,11,0.95,18,5
O=C(O)CC(Sc1n[nH]c(=S)s1)C(=O)O (stereo not given),4,11,-6,-5,0.89,21,1.1,-25,-6
COc1cccc(CN(C)C(=O)c2cc(-c3cccs3)nc3ccccc23)c1,28,4,-8,0,0.96,10,0.76,18,24
O=C(CCCn1c(=O)[nH]c2cc(Cl)ccc2c1=O)NCCCN1CCCC1=O,-3,-12,-4,-19,1.1,12,1.1,-11,-5
O=C(O)c1ccc(CNCc2cc(Cl)ccc2O)cc1,-5,-1,-7,1,1,14,0.99,10,0
CN1CCN(c2nc(NCCOC34CC5CC(CC(C5)C3)C4)nc(OCC(F)(F)F)n2)CC1,12,13,0,17,0.87,11,0.86,31,14
CC(=O)n1c(C=Nc2ccc(Cl)cc2)c(O)c2ccccc21,7,-15,-6,15,1.1,-3,1,13,-3
COc1ccc(C=O)cc1OS(=O)(=O)c1ccc(NC(C)=O)cc1,-9,-5,-11,6,1.1,-5,0.84,8,16
COCCCNC(=O)CN1C(=O)/C(=C\c2ccc(C)cc2)Sc2ccccc21,3,4,-6,23,0.96,5,1,24,-4
CC(=O)N1CCN(C(=O)c2ccc3c(c2)S(=O)(=O)c2ccccc2C3=O)CC1,9,-1,-7,-7,1,14,1,24,-3
COc1ccc(C(=O)NC2CCCCCCC2)cc1OC,-11,1,0,11,0.99,18,1,0,-3
COc1ccccc1C1NC(=O)NC(C)=C1C(C)=O (stereo not given),0,5,6,-2,0.95,13,1,2,-1
CN(C)S(=O)(=O)c1cccc(NC(=O)CSc2nc3ccccc3n2-c2ccccc2)c1,7,-9,-1,-4,1.1,4,1,14,-3
CC(=O)OCC1=C(C(=O)O)N2C(=O)[C@@H](NC(=O)CSc3ccncc3)[C@H]2SC1,-9,21,-7,-1,0.79,2,0.99,0,1

# Retrieved by structure from the entries so far, 6 records:
SMILES,Apaf1 inhib,mIAP inh,ATG4B inhibitor,TIM10 inh,mIAP activ,NALP3 yeast inh,hIAP act,tim10-1 inh,hIAP inh
COC(=O)CCCC1=CC2=CC(=O)C(C)(OC(=O)c3cccs3)C(=O)C2=CN1CCc1c[nH]c2ccccc12 (stereo not given),26,0,-6,-8,1,16,1.1,-16,-6
CCC(=O)N(CCC1(C(C)C)CCOC(C)(C)C1)C(C)c1cccs1 (stereo not given),4,3,-9,20,0.97,-7,1.3,26,-34
CCOC(=O)C1C(C(=O)OCC)C1(c1ccccc1)c1ccccc1 (stereo not given),30,-8,22,13,1.1,-17,0.86,22,14
O=C(O)CC(Sc1n[nH]c(=S)s1)C(=O)O (stereo not given),4,11,-6,-5,0.89,21,1.1,-25,-6
Cc1nn(-c2nnc(C)c(=O)[nH]2)c(C)c1SCC(=O)Nc1ccc(C(C)C)cc1,16,-13,-1,-10,1.1,7,1.1,12,-13
O=C(CCCn1c(=O)[nH]c2cc(Cl)ccc2c1=O)NCCCN1CCCC1=O,-3,-12,-4,-19,1.1,12,1.1,-11,-5

# Next structures follow:
SMILES,Apaf1 inhib,mIAP inh,ATG4B inhibitor,TIM10 inh,mIAP activ,NALP3 yeast inh,hIAP act,tim10-1 inh,hIAP inh
Cc1ccc(C(=O)NCC(=O)Nc2cc(C)ccn2)cc1,9,2,-1,1,0.98,25,0.99,7,1
Cc1cc2ncc(S(=O)(=O)c3ccccc3)c(N)n2n1,-3,-3,-6,-23,1,6,1,-6,-5
COc1ccccc1CNC(=O)CCCc1cn(C)c2ccccc12,9,-8,5,-22,1.1,21,1.2,12,-19
CC(=O)c1ccc2c(c1)OCCOCCOc1ccccc1OCCOCCO2,2,2,5,-15,0.98,19,0.89,-9,11
Cc1ccc(C)n1-c1ccc(C(=O)N/N=C/c2ccncc2)cc1,-27,13,-6,3,0.87,6,0.97,11,3
COC(=O)COc1ccc(S(=O)(=O)NCc2ccco2)cc1,-16,2,-7,9,0.98,-1,0.91,-10,9
Cc1ccc(-c2nc(-c3ccccn3)sc2CC(=O)O)cc1,9,4,-12,8,0.96,5,1.2,3,-20
COCCNC(=O)c1cccc(Nc2nc(-c3ccccc3)c3cc(Cl)ccc3n2)c1,10,6,31,35,0.94,14,0.94,32,6
O=C(CSc1ccc(S(=O)(=O)N2CCOCC2)cn1)Nc1ccc(OC(F)F)cc1,-4,7,0,-2,0.93,15,1,-8,-5
O=[N+]([O-])c1nn(-c2ccc(Cl)cc2)n(O)c1=NCc1ccncc1,11,9,-2,27,0.91,3,0.91,25,9
CSc1nc(-c2ccccc2)c(C#N)c(=O)n1C,4,-3,-6,-5,1,-6,0.96,-7,4
CN(C)/C=N/c1sc2c(c1C(N)=O)CCCC2,5,-13,2,-20,1.1,-2,1.2,24,-19
OC1COC(OCc2ccccc2)C(O)C1O (stereo not given),-10,-1,1,5,1,23,1.3,-14,-31
Cc1ccn2cc(CCNC(=O)Cc3cccs3)nc2c1,0,-1,-3,-4,1,8,1.1,-14,-8
Cc1ccccc1C(=O)NC1CCN(CC(=O)Nc2ccc(N(C)C)cc2)CC1,-6,0,5,8,1,7,1.1,-7,-6
Cc1cccc(N2CCN(S(=O)(=O)c3cccc4nonc34)CC2C)c1 (stereo not given),11,2,-1,13,0.98,35,0.83,12,17
CC(=O)c1c(C)n(C)c2ccc(OC(=O)c3ccc([N+](=O)[O-])cc3)cc12,5,-1,6,-20,1,15,0.91,10,9
Cc1ccc(-n2ncc3c(SCc4ccccn4)ncnc32)c(C)c1,5,-7,8,-26,1.1,31,1.1,-6,-8
O=C(CCN1C(=O)C2C3C=CC(C3)C2C1=O)NC1CCCc2ccccc21 (stereo not given),6,-4,3,-9,1,19,0.92,15,8
O=C(O)COc1ccc(/C=C2/SC(=S)N(Cc3ccccc3)C2=O)cc1,-2,26,24,6,0.74,31,1.1,22,-6
O=C(NCc1ccc2c(c1)OCO2)c1ccc(Cl)s1,-4,3,3,16,0.97,14,1.1,18,-10
